# HCV inh – HCV inhibition | Huh7.5.1 HCVcc-Cre infection, luciferase reporter, 44 h | Potency, µM (highest dose often 41.8 µM), for inactives: top-dose activity change, negative = inhibition, usual class: inhibitors | actives 3.4% (n = 340,000) | AID 651820; note: potency is the fitted concentration of half-maximal effect
#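 Reporter virus HCVcc-Cre (~0.5 moi) infects cells exposed to compound; seeding density 1,000 cells/well with 4 h settling beforehand. Luminescence, 15 sec read, taken 44 h post-infection following a 15 min RT substrate incubation.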
# Giardia FBPA inh – Giardia lamblia aldolase inhibition; actives 0.71% (n = 290,000); Potency, µM (titrated, usually from 59.6 µM), for the others: at the top dose activity, negative = inhibition, actives largely listed as inhibitors; purified Giardia FBPA; A8B2U2; note: potency is the fitted concentration of half-maximal effect; nearly all actives have a fitted effect of over 55% in size
# Target sequence (A8B2U2 whole entry, looked up): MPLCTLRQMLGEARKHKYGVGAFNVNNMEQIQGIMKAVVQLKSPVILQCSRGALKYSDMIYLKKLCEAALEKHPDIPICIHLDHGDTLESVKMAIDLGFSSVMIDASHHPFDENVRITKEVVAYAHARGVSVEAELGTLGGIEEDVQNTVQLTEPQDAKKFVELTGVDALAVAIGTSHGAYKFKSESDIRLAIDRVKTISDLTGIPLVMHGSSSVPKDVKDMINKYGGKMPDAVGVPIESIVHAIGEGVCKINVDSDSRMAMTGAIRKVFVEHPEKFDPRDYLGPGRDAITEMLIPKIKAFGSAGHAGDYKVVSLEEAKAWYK
#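 Giardia FBPA (40 nM reagent) was preincubated 10 min at RT with compound (up to 57.5 uM final), then substrate plus GAPDH/TPI/NAD/arsenate coupling system with diaphorase/resazurin was added; resorufin fluorescence (525/598 nm) was read after 20 min.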
# AMA1 RON2 block – AMA1-RON2 (P. falciparum) interaction inhibition. actives 0.2% (n = 360,000). Potency, µM (highest dose often 58.2 µM), for inactives: at the top dose activity change, negative = inhibition, usual class: inhibitors. AlphaScreen AMA1-biotinylated RON2 peptide binding;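 note: potency is the fitted concentration of half-maximal effect; 0% = vehicle wells and -100% = peptide control; nearly all actives have a fitted effect of over 45% in size; some results filed as inactive show a strong effect at the top dose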
#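 AMA1 (3D7) with his tag at 25 nM final met compounds first, then biotinylated RON2 peptide at 25 nM; detection used donor plus acceptor beads, 10 µg/mL apiece, read by AlphaScreen after 30 min at room temperature.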
# HCMV antiviral – blocks human cytomegalovirus replication | actives 4.5% (n = 410,000) | AID 1259415 | HFF cells, HCMV-luciferase reporter, 72 h; hits give low values | activity change, negative = inhibition, % at 57.5 µM; in the data active = activity change below about -60%; inconclusive = no clear call, values can overlap the other calls; inactive = above about -39%
#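 Two-dose cell screen: HFF monolayers treated with compounds and infected with luciferase-expressing HCMV at 1 PFU/cell, 72 h at 37C, then lysed for luciferase measurement.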
# Sm TGR block – blocks Schistosoma mansoni thioredoxin glutathione reductase | Q962Y6 | purified TGR, DTNB reduction, TNB absorbance 405 nm | Potency, µM (top dose mostly 114 µM), for the others: top-dose activity change, negative = inhibition, hits mostly inhibitors | actives 3% (n = 360,000); note: potency is the fitted concentration of half-maximal effect; nearly all actives have a fitted effect of over 60% in size
#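 TGR 20 nM + NADPH 100 uM (dispensed conc.), cpd preinc 15 min RT; start with NADPH (500 uM addition) then DTNB (15 mM addition). Kinetic TNB absorbance, 405 nm filter. Four-parameter Hill fit across titration.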
# AmpC inh detg – inhibitors of E. coli AmpC beta-lactamase with detergent | P00811 | AmpC hydrolysis of nitrocefin, absorbance 480 nm, 0.01% Triton | Potency, µM (titrated, usually from 114 µM), without a hit: at the top dose activity change, negative = inhibition, most hits filed as inhibitors | actives 0.041% (n = 370,000);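 note: potency is the fitted concentration of half-maximal effect; 0% = no-compound wells and -100% = no-enzyme wells; nearly all actives have a fitted effect of over 25% in size; some results filed as inactive show a strong effect at the top dose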
# Target sequence (P00811 whole entry, looked up): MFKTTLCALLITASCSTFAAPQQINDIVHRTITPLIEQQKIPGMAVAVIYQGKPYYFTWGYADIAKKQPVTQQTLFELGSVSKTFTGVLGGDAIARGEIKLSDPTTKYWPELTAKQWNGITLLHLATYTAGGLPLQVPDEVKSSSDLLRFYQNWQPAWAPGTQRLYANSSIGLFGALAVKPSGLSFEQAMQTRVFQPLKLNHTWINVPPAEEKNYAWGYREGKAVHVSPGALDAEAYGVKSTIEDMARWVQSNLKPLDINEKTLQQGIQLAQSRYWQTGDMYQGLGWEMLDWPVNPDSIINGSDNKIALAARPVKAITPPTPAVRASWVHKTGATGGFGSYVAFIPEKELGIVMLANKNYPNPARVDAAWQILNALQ
#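 AmpC (5.3 nM in the dispensed reagent) in 20 mM phosphate pH 7.0 with 0.01% (detergent screen) or 0.0001% Triton X-100 was preincubated with compounds for 15 min at room temperature. Nitrocefin was then added from an 800 uM solution, and hydrolysis was followed at 480 nm.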
# Starred values were filed as active, the others as inactive; u = inconclusive; x = not tested or not shown; & = joins results of further samples; [ ] = dose if it differs, or a comment. Unless noted, calls come from the whole dose curve; as a rule, active = well fitted curve in the direction sought with a large enough effect; inconclusive = small, poorly fitted or top-dose-only effect, or another doubt; inactive = no such curve, though single readings can be large; an effect the other way counts as inactive or inconclusive. Unless noted, % is set by controls: 0 for no effect and ±100 for the full control effect.
SMILES,HCV inh,Giardia FBPA inh,AMA1 RON2 block,HCMV antiviral,Sm TGR block,AmpC inh detg
CCOc1cc(/C=N/NC(=O)CCCC(=O)NC2CCCCC2)ccc1O,16%,-2%,u,-13,-13%,-9%
COc1ccc(CNC(=O)C2CCN(S(=O)(=O)c3cccc4cccnc34)CC2)cc1,5%[8.37 µM],0%,x,17,-7%,-7%
CCCCn1c(CNC(=O)C23CC4CC(CC(C4)C2)C3)nnc1SCC(=O)Nc1ccccc1,x,x,x,6,2%,1%
COC(=O)C1CSC(C(=O)OC)N1C(=O)CN1CCN(c2ccc(OC)cc2)CC1 (stereo not given),3%,-1%,13%,7,-13%,-10%
COc1ccc(C=O)cc1CSc1ccccn1,21%,-6%,11%,-21,0%,1%
CCN(CC(=O)Nc1ccc(OC(F)F)cc1)C1CCCCC1,-27%,1%,-1%,-17,1%,-3%
O=C1CCC(C(=O)N2CCCC(C(=O)c3ccc4ccccc4c3)C2)=NN1 (stereo not given),-10%,x,-4%,23,-2%,0%
O=C(C(c1ccccc1)c1ccccc1)N1CCN(CC(O)COc2ccccc2)CC1 (stereo not given),u,-4%,-17%,-5,7%,3%
CN(CCc1cn[nH]c1)C(=O)CC1C(=O)NCCN1Cc1cccc(Oc2ccccc2)c1 (stereo not given),-11%,-15%,6%,-33,u,-4%
COc1cccc(-c2cccc(NC(=O)C3CCN(C4CCOCC4)CC3)c2)c1,25%,x,11%,17,-11%,2%
COc1ccc(C(=O)Nc2cccc([N+](=O)[O-])c2)cc1Br,u,x,2%,46,x,x
C#CCOc1ccccc1CNc1ccccc1,-2%,0%,-1%,-32,-3%,u
O=C(NNC1CC(=O)N(c2ccccc2)C1=O)c1ccccc1Cl (stereo not given),6%,4%,2%,29,1%,-4%
Cn1cc([N+](=O)[O-])c(C(=O)NCc2cc3ccccc3[nH]2)n1,3%,-1%,3%,21,-9%,-14%
COc1cccc(OC)c1C(=O)Nc1cccc(S(=O)(=O)Nc2ccccc2Cl)c1,-2%,x,-6%,0,x,x
CC(C)(C)SC(=O)CC1NS(=O)(=O)OC2CCCCC12 (stereo not given),2%,-1%,-1%,-17,-16%,u
CN(C)c1ccc(NC(=O)Cc2ccccc2)c2ccccc12,u,-4%,1%,-30,4%,3%
Cc1cc(NC(=O)Cn2nnc3sc4c(c3c2=O)CCC(C(C)(C)C)C4)no1 (stereo not given),11µM*,-4%,-2%,u,6%,2%
Cc1onc(-c2ccccc2Cl)c1C(=O)N1CCC(C(N)=O)CC1,2%,-2%,20%,-4,0%,-12%
CCCNC(=O)CN1CCN(c2ncc(NC(=O)c3ccc(Cl)cc3)cc2C(=O)O)CC1,x,x,x,3,-29%,2%
CCNC(=O)NC(=O)C(C)Oc1ccc(Br)cc1Br (stereo not given),u,0%,5%,10,5%,-2%
CCCCCCN[C@H]1CCC2C3CC=C4C[C@@H](O)CC[C@]4(C)C3CC[C@@]21C (stereo not given in full),u,x,-1%,15,x,x
CCOc1cccc(C(=O)Nc2ccc(S(=O)(=O)Nc3cc(C)on3)cc2)c1,24%,-23%,3%,32,1%,7%
CC1=C(C(=O)Nc2ccccc2)C(c2ccco2)NC(=O)N1 (stereo not given),8%,x,17%,-97*,x,x
CCOCCCn1c(=N)c(C(=O)NCc2cccnc2)cc2c(=O)n3ccccc3nc21,x,x,x,-16,5%,8%
CCOc1ccc(S(=O)(=O)NC2=NCCCCC2)cc1,3%,x,3%,-9,-17%,u
Cc1cc(C(=O)NCc2cc(C(=O)O)co2)co1,19%,-1%,3%,-18,-6%,-8%
CC(=O)NC(Cc1ccccc1)c1ccc2c(c1)OCCCO2 (stereo not given),-13%,-1%,4%,19,3%,-5%
CC1CCCC(C)N1C(=O)COC(=O)/C=C/c1ccco1 (stereo not given),14%,x,0%,17,x,x
COc1cc2[nH]c(=S)n(CC3CCCO3)c(=O)c2cc1OC (stereo not given),-8%,-10%,29%,1,-1%,-1%
CN1CCc2c(sc3c2c(=O)n(-c2ccc(Cl)cc2)c2nncn32)C1,9%,-4%,10%,22,-23%,u
Cc1cccc(C)c1OCC(O)Cn1c2ccccc2c2ccccc21 (stereo not given),u,-17%,-15%,-16,18%,-13%
CC(NC(=O)Cn1c(NCCO)nc2ccccc21)c1ccccc1 (stereo not given),4%,2%,-4%,-6,2%,2%
CCCCCc1ccc(-c2ccc(=O)[nH]n2)cc1,11%,3%,18%,53,0%,-10%
Cn1c(=O)c2c(nc(NC3CCCC3)n2C)n(C)c1=O,-2%,6%,-7%,-39,2%,-9%
COC(=O)/C=C1\SC(=NC(=O)c2ccc(-c3ccccc3)cc2)NC1=O,1%,x,8%,62,x,x
CCOc1ccc(CNC(=O)Cn2nc(C)c3c(C)n(-c4ccc(C)cc4)nc3c2=O)cc1,-14%,3%,73%[activator],-38&-12,-29%&-18%,-1%&-5%
N#Cc1c(NC(=O)CSc2nc3c(c(C(F)(F)F)n2)CCc2ccccc2-3)sc2c1CCCC2,-21%,1%,-1%,11,-9%,2%
O=C(NCC1CCCO1)c1ccc(CNS(=O)(=O)c2cccc(Cl)c2)cc1 (stereo not given),3%,-3%,8%,27,32%,1%
O=S(=O)(c1ccccc1)N(CC1CO1)c1cc(Cl)ccc1Cl (stereo not given),-1%,3%,-11%,-5,-5%,-13%

# Single records, from the list above. Values in the order: HCV inh, Giardia FBPA inh, AMA1 RON2 block, HCMV antiviral, Sm TGR block, AmpC inh detg
# Entry for `O=S(=O)(c1ccccc1)N(CC1CO1)c1cc(Cl)ccc1Cl` (stereo not given) : -1%, 3%, -11%, -5, -5%, -13%
# Entry for `CCOc1ccc(CNC(=O)Cn2nc(C)c3c(C)n(-c4ccc(C)cc4)nc3c2=O)cc1` : -14%, 3%, 73%[activator], -38&-12, -29%&-18%, -1%&-5%

# (further entries)
SMILES,HCV inh,Giardia FBPA inh,AMA1 RON2 block,HCMV antiviral,Sm TGR block,AmpC inh detg
Cc1cccc(-c2nc(C#N)c(NC3CCCCC3)o2)c1,u,-3%,-2%,64,-4%,-10%
O=C(NCC(F)(F)F)Nc1nnc(C(F)(F)F)s1,-3%,-4%,2%,-35,-9%,-10%
CC(C)C(=O)c1cn(Cc2ccccc2C#N)c2ccccc12,u,4%,3%,4,-1%,-6%
O=S(=O)(NCc1ccccc1)c1ccc(Br)s1,3%,0%,17%,-28,11%,-15%
Cc1ccc2nc(SCC(=O)c3c(N)n(C)c(=O)n(C)c3=O)[nH]c2c1,15%,u,-8%,u,-18%,-7%
CN(Cc1ccccc1)C(=O)c1cc2c(s1)-c1ccc(Cl)cc1SC2,x,x,x,15,20%,15%
CCOc1ccc2c(c1)c(=O)c(S(=O)(=O)c1ccc(C)cc1)cn2CC(=O)Nc1ccc(C)cc1,x,x,x,14,4%,8%
CCCn1c(O)c(N=Nc2ccc3ccccc3n2)c2ccccc21,u,0%,-6%,28,-5%,u
CC(=O)c1ccc(N2CCC(c3cc(-c4ccc(Cl)cc4Cl)n[nH]3)CC2)c([N+](=O)[O-])c1,11µM*,0%,u,-60*,8%,-1%
O=C(NCc1ccco1)c1n[nH]c(=O)c2ccccc12,-9%,2%,4%,-5,-10%,2%
O=C(NC1=NCCS1)c1ccc(-c2ccc(Cl)cc2)o1,u,0%,50%[activator],74,-8%,u
O=C(CCl)Nc1ncc(S(=O)(=O)c2ccc([N+](=O)[O-])cc2)s1,6%,x,6%,3,x,x
Cc1cc(C)cc(N(C(=O)Cn2nnc3ccccc32)C(C(=O)NCc2ccco2)c2ccncc2)c1 (stereo not given),-14%&-1%,-25%,8%,14,35µM*,19%
CCc1ccc2nc3n[nH]c(N)c3cc2c1,u,0%,15%,174,10%,1%
O=C(Nc1ccccc1N1CCCCC1)c1ccc(F)c(S(=O)(=O)N2CCOCC2)c1,10µM*,x,-5%,-35,4%,u
COc1ccc(C(CNC(=O)c2cccc(S(=O)(=O)N3CCCC3)c2)N2CCCC2)cc1 (stereo not given),u,x,1%,-11,0%,-1%
Cc1ccc(S(=O)(=O)Nc2ccc(S(=O)(=O)Nc3nccs3)cc2)c([N+](=O)[O-])c1,14%,-1%,-2%,52,0%,u
CCCCCN1C(=O)/C(=C/c2c(N3CCc4ccccc4C3)nc3ccccn3c2=O)SC1=S,u,x,-8%,-21,x,x
Cc1[nH]n(-c2ccccc2)c(=O)c1N=Nc1cccc([N+](=O)[O-])c1,12%,8.9µM*,11%,191,-6%,u
COc1ccc2[nH]cc(CCNC(=O)c3ccc4ccccc4n3)c2c1,u,-36%,-22%,15,-19%,-10%
Oc1ccc(-c2nc3ncccn3c2Nc2ccc3c(c2)OCO3)cc1,6%,-1%,-21%,17,-22%,-2%
CCOC(=O)C1=C(COC(=O)COc2ccc(Br)cc2)NC(=O)NC1C (stereo not given),18%,x,-8%,-5,-2%,-1%
O=C(Nc1ccccc1C(=O)O)c1ccccc1,6%,-1%,-7%,51,0%,-18%
CCN(CC(=O)NCc1ccc(F)cc1)C(=O)/C=C/c1cc(OC)ccc1OC,-21%,-3%,7%,-10,6%,4%
O=C(CCCl)Nc1nnc(SCC(=O)NC2CCCC2)s1,-6%,-7%,0%,12,8%,-12%
CCN1CCN(C(=O)Cn2ncc3c([nH]c4ccc(C)cc43)c2=O)CC1,3%,x,-1%,-17,5%,-1%
CCC(c1nnc(SCC(=O)Nc2ccc(S(N)(=O)=O)cc2)n1Cc1ccccc1)N(C)C (stereo not given),15%,3%,8%,-12,6%,-9%
COc1ccc(N2CCN(C3CCCN(Cc4ccc(F)cc4Cl)C3)CC2)cc1 (stereo not given),u,-2%,12%,-4,-9%,u
CCOc1cccc(C2/C(=C(\O)c3ccc4c(c3)OCCO4)C(=O)C(=O)N2Cc2ccncc2)c1 (stereo not given),8%,-4%,19%,u,-14%,-9%
C=C(C)Cc1c(C)c(C#N)c2[nH]c3ccccc3n2c1=O,u,u,14%,-66*,-13%,-8%

# Entries from the list above containing a furan ring, fused or not, in the order listed:
SMILES,HCV inh,Giardia FBPA inh,AMA1 RON2 block,HCMV antiviral,Sm TGR block,AmpC inh detg
CC1=C(C(=O)Nc2ccccc2)C(c2ccco2)NC(=O)N1 (stereo not given),8%,x,17%,-97*,x,x
Cc1cc(C(=O)NCc2cc(C(=O)O)co2)co1,19%,-1%,3%,-18,-6%,-8%
CC1CCCC(C)N1C(=O)COC(=O)/C=C/c1ccco1 (stereo not given),14%,x,0%,17,x,x
O=C(NCc1ccco1)c1n[nH]c(=O)c2ccccc12,-9%,2%,4%,-5,-10%,2%
O=C(NC1=NCCS1)c1ccc(-c2ccc(Cl)cc2)o1,u,0%,50%[activator],74,-8%,u
Cc1cc(C)cc(N(C(=O)Cn2nnc3ccccc32)C(C(=O)NCc2ccco2)c2ccncc2)c1 (stereo not given),-14%&-1%,-25%,8%,14,35µM*,19%

# (cont.)
SMILES,HCV inh,Giardia FBPA inh,AMA1 RON2 block,HCMV antiviral,Sm TGR block,AmpC inh detg
COCCn1c(SCC(=O)NC2CCCC2)nc2c(c1=O)SCC2,17%,x,-7%,45,0%,2%
CCN1CCN(CC(=O)c2c(C)n(Cc3ccccc3)c3ccc(OC)cc23)CC1,u,-3%,3%,16,2%,1%
COC(=O)c1cc(C)sc1NC(=O)CN1CCN(C(=O)c2ccco2)CC1,6%,x,-9%,65,-4%,-7%
CCOc1ccc(NC(=O)CN(C)C(=O)CC2CCCCC2)cc1OCC,u,x,-10%,-68*,-6%,-5%

# Source: PubChem BioAssay
